From PubChem
D1 antagonist = antagonists of human D1 dopamine receptor | P21728 | HEK293 TREx D1 cells, calcium flux, dopamine EC80; hits give low values | activity change, negative = inhibition, % at 10 µM | 3.2% of 360,000 active; in the data active means activity change below about -30%; further: on the % scale 0 is the no-effect control and ±100 the full control effect
Target sequence (P21728 whole entry, looked up): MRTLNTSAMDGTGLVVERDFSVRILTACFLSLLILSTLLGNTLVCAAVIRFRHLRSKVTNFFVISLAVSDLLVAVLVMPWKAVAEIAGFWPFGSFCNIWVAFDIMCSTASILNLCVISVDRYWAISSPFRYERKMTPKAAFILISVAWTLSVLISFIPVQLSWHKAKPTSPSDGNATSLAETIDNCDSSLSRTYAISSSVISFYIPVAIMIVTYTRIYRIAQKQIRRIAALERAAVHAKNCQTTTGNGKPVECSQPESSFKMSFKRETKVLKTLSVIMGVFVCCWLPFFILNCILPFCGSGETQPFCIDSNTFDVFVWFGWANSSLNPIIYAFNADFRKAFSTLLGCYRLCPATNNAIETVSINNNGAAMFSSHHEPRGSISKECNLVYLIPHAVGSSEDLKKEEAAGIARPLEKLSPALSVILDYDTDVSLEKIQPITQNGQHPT
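After overnight tetracycline induction at 30 C, force-coupled D1 HEK293 cells took up a no-wash calcium dye at room temperature. Compounds were added and monitored 180 s, and the response to EC80 dopamine was then recorded.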
D2 PAM = positive allosteric modulators of human D2 dopamine receptor. HEK293 T-REx D2, calcium flux, EC20 dopamine potentiation. potentiation, % at 10 µM. 0.34% of 340,000 active;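 active means potentiation over 3 SD above the plate norm, cut at about 30% in these data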; further: 0% is about no effect
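Tetracycline-induced HEK293 T-REx cells force-coupled to calcium signalling expressed D2; compounds were pin-added after a 10 s baseline, read kinetically 180 s, then an EC20 dopamine challenge followed with a further 180 s calcium read.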
TRHR PAM = allosteric enhancers of human TRH receptor. P34981. TRHR cells, fluo-8 calcium fluorescence, EC20 TRH enhancement. enhancement, % at 2 µM. 0.66% of 360,000 active. AID 493056; in the data active means enhancement above about 30%; further: 0% is about no effect
Target sequence (P34981 whole entry, looked up): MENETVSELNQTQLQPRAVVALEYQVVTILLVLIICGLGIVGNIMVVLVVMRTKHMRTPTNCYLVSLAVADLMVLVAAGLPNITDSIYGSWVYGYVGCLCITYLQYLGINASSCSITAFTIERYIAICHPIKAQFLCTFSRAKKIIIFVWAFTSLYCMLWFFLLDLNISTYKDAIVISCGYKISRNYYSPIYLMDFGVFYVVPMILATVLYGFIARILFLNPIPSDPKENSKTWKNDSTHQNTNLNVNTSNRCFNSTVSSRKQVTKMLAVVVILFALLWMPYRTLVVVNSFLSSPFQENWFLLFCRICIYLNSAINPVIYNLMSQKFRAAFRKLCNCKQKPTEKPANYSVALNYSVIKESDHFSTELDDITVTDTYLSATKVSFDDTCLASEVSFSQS
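TRHR-expressing cells loaded with fluo-8 calcium dye were read kinetically (ex 480/em 530) during compound addition, then stimulated with an EC20 of TRH (10 nM final). Enhancement of the Gq-mediated intracellular calcium response was scored.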
D2 antag = antagonizes the human D2 dopamine receptor | inhibition, % at 10 µM | 2% of 340,000 active | AID 485344 | P14416 | HEK293 TREx D2 cells, calcium flux, dopamine EC80; in the data active means inhibition above about 30%; further: 0% is about no effect
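Inhibition of EC80 dopamine-driven calcium flux, recorded kinetically, defines activity here; cells are a tetracycline-induced HEK293 T-REx line expressing force-coupled D2.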
D1 PAM = human D1 dopamine receptor positive modulation; 0.036% of 360,000 active; HEK293 TREx D1 cells, calcium flux, dopamine EC20 potentiation; P21728; potentiation, % at 10 µM; in the data active means potentiation above about 30%; further: 0% is about no effect
D2 ag = agonists of human D2 dopamine receptor; P14416; HEK293 T-REx D2 cells, calcium flux agonist mode; activation, % at 2 µM; 0.53% of 340,000 active;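 active means activation over 3 SD above normal in the single-dose calcium agonist read, cut at about 30% in these data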; further: 0% is about no effect
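Tetracycline-induced HEK293 Trex cells with D2 receptor force-coupled to calcium signaling, plated overnight at 30 C and loaded with no-wash calcium dye. Calcium flux read kinetically for 180 s after compound addition; responses flag agonists.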
RXFP1 antag = blocks the human relaxin receptor RXFP1; Q9HBX9; 0.59% of 350,000 active; HEK293-RXFP1, relaxin-stimulated cAMP HTRF, 30 min; hits give low values; activity change, negative = inhibition, % at 57.5 µM;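 active means activity change of -60% or lower, but not beyond a set lower limit; inconclusive means change between -60% and -40%, or beyond the set limit; inactive means change above -40%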; further: on the % scale 0 is the no-effect control and ±100 the full control effect
RXFP1 agonist = activates the human relaxin receptor RXFP1; HEK293T-RXFP1 cAMP TR-FRET, 30 min; response scale: percent of porcine relaxin response, buffer zero; Potency, µM (series often up to 57.5 µM), inactives show at the top dose activation, hits mostly activators; Q9HBX9; 0.3% of 370,000 active; active means well fitted activation curve with a large enough effect; inconclusive means small, poorly fitted or top-dose-only effect; further: potency means the concentration at half of the fitted maximal effect; on the % scale 0 is the no-effect control and ±100 the full control effect; nearly all actives have a fitted effect of over 60% in size; many of its hits are not listed in these tables
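cAMP rise read by TR-FRET after 30 min, 37C compound exposure (up to 58 uM) in RXFP1-transfected HEK293 cells with Ro 20174 present. EC50 from Hill-equation fits, with 29 nM porcine relaxin as 100% and buffer as basal.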
D1 ag = activates the human D1 dopamine receptor; P21728; 1% of 360,000 active; AID 504660; HEK293 T-REx D1 cells, calcium flux, agonist mode; activation, % at 2 µM; in the data active means activation above about 30%; further: 0% is about no effect
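Inducible HEK293 T-REx D1 cells, force-coupled to calcium signalling, were plated at 4000 cells/well with tetracycline and held overnight at 30 C. After no-wash calcium dye loading, compound-evoked calcium rise over 180 s flagged agonists.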
Active calls of the source: *; ? = inconclusive; . = no result given.

SMILES | D1 antagonist | D2 PAM | TRHR PAM | D2 antag | D1 PAM | D2 ag | RXFP1 antag | RXFP1 agonist | D1 ag
CSc1ccccc1C(=O)C1CCCN(Cc2ccncc2)C1 (stereo unspecified) | -13 | -19 | 40* | 20 | -4 | 0.5 | 2 | -0.4% | 4
Cc1cc(/C=C2/C(=O)NC(=O)N(C)C2=O)c(C)n1-c1ccccc1 | 3 | 0 | -2 | -9 | 0 | 0.5 | -14 | ? | 2
CCn1c(O)c(C=Nc2cc(Cl)ccc2Cl)c(=O)n(CC)c1=O | 6 | 0 | -4 | -5 | -4 | -2.0 | -30 | 1.4% | 2
CCc1nc(N2CCNCC2)c(C#N)c2c1CSC(C)(C)C2 | 21 | -6 | 19 | -6 | 1 | -0.2 | 8 | -0.5% | 4
CC(NCc1ccccc1Cl)C(O)c1ccccc1 (stereo unspecified) | -1 | -12 | -13 | 16 | 3 | 1.2 | -3 | -1.3% | 1
CCCCn1c(O)c(C(C)=NCCCN(CC)CC)c(=O)[nH]c1=O | -6 | -3 | 5 | -8 | -4 | 0.2 | -6 | -0.4% | 1
Cc1ccc(N2C(=O)NC(=O)/C(=C\c3ccsc3)C2=O)cc1C | -1 | 6 | 2 | -6 | -1 | 1.4 | . | 0.1% | 2
CN1CCC2(CC1)CC(NC=O)c1ccccc1O2 (stereo unspecified) | 7 | 9 | 9 | 3 | -1 | 2.6 | -5 | 0.9% | 1
N#Cc1cc2c(nc1SCC(=O)Nc1ccc(F)c(Cl)c1)C1CCN2CC1 | 5 | 3 | 6 | . | -1 | -0.2 | . | 3.7% | 1
CCCC(C)C(=O)NC1CCSC1=O (stereo unspecified) | -1 | -12 | 0 | 21 | -2 | 2.2 | -4 | 3.7% | 4
CC1=NCCc2c1[nH]c1ccccc21 | -5 | -10 | 5 | 1 | -5 | 1.3 | . | 1.0% | 0
N#CCCn1cc(C(=O)Nc2ccccc2Cl)c(-c2ccc(F)cc2)n1 | 24 | -7 | 7 | -1 | 1 | -2.1 | 2 | 0.3% | 1
O=[N+]([O-])c1ccc(N2CCCC2)c2ccncc12 | -6 | 4 | 1 | . | -2 | . | -10 | 3.7% | 5
Cc1nn(Cc2ccccc2)c(C)c1C(=O)NCc1ccccc1F | 0 | . | 1 | 16 | -3 | -0.4 | -2 | 1.1% | 3
O=c1c2ccccc2nc(/C=C/c2ccccc2O)n1-c1ccc(Br)cc1 | -7 | 2 | -5 | . | -2 | 0.1 | -3 | -0.2% | 5
Cc1cc(/C=C2\C(=O)NC(=O)N(Cc3ccccc3)C2=O)c(C)n1-c1ccc(Cl)c(C(=O)O)c1 | -11 | 10 | -3 | 4 | -4 | . | 2 | -1.5% | 7
O=C1C2CCCN2C(c2cccnc2)N1c1nccs1 (stereo unspecified) | -8 | 2 | 2 | 7 | -3 | 0.6 | -1 | -0.6% | 1
Cc1cc(/C=C2\C(=O)NC(=O)N(c3ccc(Cl)cc3)C2=O)c(C)n1C | 5 | -3 | -1 | 3 | -1 | -0.7 | -6 | -0.5% | 1
Cc1ccsc1CNCCc1ccccc1F | 0 | 3 | 5 | 18 | 0 | -0.5 | 3 | 3.9% | 10
COc1ccc(NC(=S)NC(NC(=O)CF)C(Cl)(Cl)Cl)c([N+](=O)[O-])c1 (stereo unspecified) | -6 | 4 | -6 | -3 | -11 | 0.7 | -3 | 0.0% | 2
CC(=O)OC1(c2ccc(C)cc2)CN2CCC1c1ccccc12 (stereo unspecified) | 8 | 3 | 3 | 8 | -3 | 0.4 | 5 | -0.4% | 2
COCCN1C(=O)NC(=O)/C(=C\c2ccc(Br)cc2)C1=O | -55* | 16 | 0 | -2 | -6 | 4.6 | 0 | -1.0% | 4
CCCCCOc1ccc(C)cc1CN(CCCl)CCCl | -17 | -9 | -1 | 6 | -4 | 1.2 | -28 | -0.2% | 3
CSc1ccc(CNC(C)C(O)c2ccccc2)cc1 (stereo unspecified) | 1 | -14 | 7 | 4 | -1 | 0.7 | -7 | -3.1% | 8
O=C(CCN1CCOCC1)NCC(=O)Nc1ccc(Br)cc1C(=O)c1ccccc1 | 3 | -4 | -1 | 5 | 5 | 0.5 | 4 | -2.3% | 0
Cc1cc(C=C2C(=O)NC(=O)NC2=O)c(C)n1-c1ccc2c(c1)OCO2 | 10 | 5 | -1 | 2 | -1 | 1.1 | . | 1.5% | 2
CSc1ccc(/C=C/c2nc3ccccc3c(=O)n2-c2cccc(Cl)c2C)cc1 | -6 | -6 | 0 | . | -1 | 0.9 | ? | 4.4% | 1
Cc1ccc(-n2c(O)c(/C=C/C=Nc3ccccc3)c(=O)[nH]c2=O)cc1 | 22 | 9 | -5 | 3 | 8 | 9.7 | 1 | -1.0% | 50*
C#CCOCOCC#CCN(CC)CC | 2 | -1 | -8 | 0 | -1 | -1.2 | -9 | -0.2% | 3
C=Cn1ccnc1P(O)(=S)c1nc(C)c(CCOC(C)=O)s1 (stereo unspecified) | -30 | 6 | 0 | 9 | -4 | -0.5 | 1 | -1.3% | 4
O=C(Cc1ccccc1)N1CCN(Cc2ccccc2Cl)CC1 | -3 | -11 | -3 | -4 | -6 | -0.6 | 3 | 4.1% | 8
COc1ccc(CNCCc2ccccc2F)c(OC)c1C | -15 | 3 | -2 | 1 | 8 | -0.4 | -4 | -0.4% | 17
NC(CC(=O)O)C1CCCCC1 (stereo unspecified) | -8 | -4 | -2 | -9 | 0 | 1.2 | . | -0.2% | 4
COc1ccc(Cc2c(O)[nH]c(=S)[nH]c2=O)cc1 | 0 | 18 | -1 | . | 1 | . | -6 | 0.1% | 1
Cn1c(O)c(C=NCCN2CCOCC2)c(=O)[nH]c1=S | -9 | 0 | 2 | -15 | -9 | 1.2 | 20 | 7.2% | 2
COc1cccc(CNCCc2cccc(F)c2)c1OC | 15 | 3 | -7 | 13 | -13 | 0.6 | 2 | -1.1% | 7
Cc1cc(C(=O)CS(=O)c2ccc(F)cc2)cc(C)c1OC(=O)N(C)C (stereo unspecified) | -1 | -10 | 3 | -16 | -1 | 0.3 | 2 | 0.0% | 1
C=C(CO)CC1CC(O)[C@]2(C)OC3CC4OC5C[C@]6(C)O[C@]7(C)CCC8OC9C[C@]%10(C)OC%11C(C)=CC(=O)OC%11CC%10OC9C[C@@H](C)C8OC7CC6O[C@]5(C)C/C=C\C4OC3CC2O1 (stereo partly specified) | 17 | 7 | 3 | 2 | -1 | 1.9 | . | -2.0% | 1
COc1cccc(-n2c(/C=C/c3ccc(O)c(O)c3)nc3ccccc3c2=O)c1 | -10 | 4 | 4 | -4 | -3 | 3.1 | -14 | -1.5% | 21
Cc1ccsc1C(=O)C1CCCN(Cc2cnc(N(C)C)s2)C1 (stereo unspecified) | 18 | -17 | 5 | -8 | 4 | 0.1 | . | 0.2% | 1

Copied from the entries so far (12 entries):
SMILES | D1 antagonist | D2 PAM | TRHR PAM | D2 antag | D1 PAM | D2 ag | RXFP1 antag | RXFP1 agonist | D1 ag
C#CCOCOCC#CCN(CC)CC | 2 | -1 | -8 | 0 | -1 | -1.2 | -9 | -0.2% | 3
C=Cn1ccnc1P(O)(=S)c1nc(C)c(CCOC(C)=O)s1 (stereo unspecified) | -30 | 6 | 0 | 9 | -4 | -0.5 | 1 | -1.3% | 4
O=C(Cc1ccccc1)N1CCN(Cc2ccccc2Cl)CC1 | -3 | -11 | -3 | -4 | -6 | -0.6 | 3 | 4.1% | 8
COc1ccc(CNCCc2ccccc2F)c(OC)c1C | -15 | 3 | -2 | 1 | 8 | -0.4 | -4 | -0.4% | 17
NC(CC(=O)O)C1CCCCC1 (stereo unspecified) | -8 | -4 | -2 | -9 | 0 | 1.2 | . | -0.2% | 4
COc1ccc(Cc2c(O)[nH]c(=S)[nH]c2=O)cc1 | 0 | 18 | -1 | . | 1 | . | -6 | 0.1% | 1
Cn1c(O)c(C=NCCN2CCOCC2)c(=O)[nH]c1=S | -9 | 0 | 2 | -15 | -9 | 1.2 | 20 | 7.2% | 2
COc1cccc(CNCCc2cccc(F)c2)c1OC | 15 | 3 | -7 | 13 | -13 | 0.6 | 2 | -1.1% | 7
Cc1cc(C(=O)CS(=O)c2ccc(F)cc2)cc(C)c1OC(=O)N(C)C (stereo unspecified) | -1 | -10 | 3 | -16 | -1 | 0.3 | 2 | 0.0% | 1
C=C(CO)CC1CC(O)[C@]2(C)OC3CC4OC5C[C@]6(C)O[C@]7(C)CCC8OC9C[C@]%10(C)OC%11C(C)=CC(=O)OC%11CC%10OC9C[C@@H](C)C8OC7CC6O[C@]5(C)C/C=C\C4OC3CC2O1 (stereo partly specified) | 17 | 7 | 3 | 2 | -1 | 1.9 | . | -2.0% | 1
COc1cccc(-n2c(/C=C/c3ccc(O)c(O)c3)nc3ccccc3c2=O)c1 | -10 | 4 | 4 | -4 | -3 | 3.1 | -14 | -1.5% | 21
Cc1ccsc1C(=O)C1CCCN(Cc2cnc(N(C)C)s2)C1 (stereo unspecified) | 18 | -17 | 5 | -8 | 4 | 0.1 | . | 0.2% | 1

New compounds follow.
SMILES | D1 antagonist | D2 PAM | TRHR PAM | D2 antag | D1 PAM | D2 ag | RXFP1 antag | RXFP1 agonist | D1 ag
CN(C)c1ccc(C=C2C(=O)NC(=O)NC2=O)cc1[N+](=O)[O-] | -3 | 0 | 3 | 8 | 3 | 2.6 | 10 | 2.8% | 2
N=c1sc2c(n1Cc1ccccc1)CCCC2 | -15 | -5 | -4 | -2 | -2 | 0.1 | -10 | 0.3% | 3
Cc1ccc(C)c(OCc2cc(C(=O)N3C[C@H]4C[C@@H](C3)c3cccc(=O)n3C4)no2)c1 | -1 | -3 | -9 | -3 | -2 | -0.2 | -10 | 0.1% | 0
O=C(c1ccco1)C12CN3CN(CN(C3)C1)C2 | -2 | 5 | 9 | 25 | 0 | -0.1 | 6 | -2.7% | 0
CCOc1cc2c(cc1OCC)-n1cccc1C(c1ccc(OC)c(O)c1)NC2 (stereo unspecified) | -23 | 2 | 3 | 8 | -2 | -0.6 | -9 | -1.0% | 96*
O=C1NC(=O)N(Cc2ccc(F)cc2)C(=O)/C1=C\c1ccc([N+](=O)[O-])s1 | 0 | 10 | -1 | -6 | 16 | 5.7 | -39 | -1.5% | 15
CC(=O)Nc1ccc(C(c2c(O)c3ccccc3oc2=O)c2c(C)n(C)n(-c3ccccc3)c2=O)cc1 (stereo unspecified) | 5 | . | 1 | 25 | -2 | 0.7 | 5 | -0.1% | 2

Not all compounds are listed (hit frequency here may not be typical).
